AGP1 TOR yeast: modulators of AGP1-GFP expression in yeast TOR pathway, primary screen, cell-based, multiplex flow cytometry, S. cerevisiae, MLPCN library; AID 2066, 2009; GFP response vs DMSO, % at 10 µM; 320,000 compounds, 0.02% hits; 3 h; GFP as percent of DMSO wells;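 active = GFP response relative to DMSO above a set limit, near screen average plus 3 SD, cut at about 150% in these data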;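 note: median GFP channel fluorescence of the gated AGP1 strain per well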
proCasp7 act: procaspase-7 activators, primary screen, counter-screen for procaspase-3 activator project, biochemical, absorbance, HTS, human | recombinant procaspase-7, Ac-DEVD-pNA absorbance 405 nm; D23A/D198A/D206A triple mutant, cannot self-cleave; scale: DMSO 0, 5 µM enzyme 100 | activation, % at 8.5 µM | 330,000 compounds, 0.093% hits;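 active = percent activation above the screen-wide mean plus 3 SD, cut at about 25% in these data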
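signal = Epi-absorbance of released pNA at 405 nm, two timepoints | assay system = Uncleavable procaspase-7 mutant enzyme | reagent = Ac-DEVD-pNA substrate, 400 µM as added | times = 1 h enzyme–compound preincubation and 2 h substrate reaction, both 25 °C | benchmarks = low DMSO alone, high DMSO plus 5 µM PC-7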
LAP4-GFP MLPCN: modulators of LAP4-GFP expression in yeast, primary screen, S. cerevisiae, multiplex flow cytometry, MLPCN library | 3 h; median GFP as percent of DMSO wells | GFP response vs DMSO, % at 10 µM | 320,000 compounds, 0.34% hits;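 active = GFP response vs DMSO above a set limit, about the screen mean plus 3 SD, cut at about 150% in these data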
procasp3 activ: activators of human procaspase-3 D3A mutant, primary screen, biochemical, absorbance, PC-3 D3A mutant, single concentration; Caspase-3 (Homo sapiens), P42574; recombinant procaspase-3 D3A, Ac-DEVD-pNA absorbance 405 nm; activation, % at 8.5 µM; 330,000 compounds, 0.11% hits; AID 463141, 2010;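 active = activation above the mean of all tested compounds plus 3 SD, cut at about 21% in these data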;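 note: 0% = DMSO alone and 100% = DMSO wells spiked with extra 5 µM PC-3 D3A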
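material = Procaspase-3 D3A mutant | probe or stimulus = Ac-DEVD-pNA | compound = single dose, 8.5 µM nominal compound, 0.8% DMSO | timing = 1 h preincubation, 2 h reaction | measured by = 405 nm absorbance of p-nitroaniline, reads at 0 and 120 min | benchmarks = DMSO-only low control, 5 µM PC-3 D3A high control | repeats = singlicate, each compound tested once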
MEP2-GFP yeast: modulators of MEP2-GFP levels in yeast, primary screen, S. cerevisiae, multiplex flow cytometry, MLPCN library. S. cerevisiae MEP2-GFP strain, 3 h; 100% = DMSO control level. GFP response vs DMSO, % at 10 µM. 330,000 compounds, 0.51% hits. AID 2016, 2009;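 active = GFP response versus DMSO above a set limit, roughly screen mean plus 3 SD, cut at about 180% in these data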;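 note: median GFP fluorescence of the barcode-gated MEP2-GFP cells per well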
AHR activator: AHR activators, primary screen, cell-based, luminescence, luciferase reporter, human | Aryl hydrocarbon receptor (Homo sapiens), P35869 | AHR-responsive luciferase reporter cells | activation, % at 5 µM | 320,000 compounds, 2.5% hits; in the data active = activation above about 47%;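 note: 0% = vehicle wells and 100% = reference agonist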
Target sequence (P35869 whole entry, looked up): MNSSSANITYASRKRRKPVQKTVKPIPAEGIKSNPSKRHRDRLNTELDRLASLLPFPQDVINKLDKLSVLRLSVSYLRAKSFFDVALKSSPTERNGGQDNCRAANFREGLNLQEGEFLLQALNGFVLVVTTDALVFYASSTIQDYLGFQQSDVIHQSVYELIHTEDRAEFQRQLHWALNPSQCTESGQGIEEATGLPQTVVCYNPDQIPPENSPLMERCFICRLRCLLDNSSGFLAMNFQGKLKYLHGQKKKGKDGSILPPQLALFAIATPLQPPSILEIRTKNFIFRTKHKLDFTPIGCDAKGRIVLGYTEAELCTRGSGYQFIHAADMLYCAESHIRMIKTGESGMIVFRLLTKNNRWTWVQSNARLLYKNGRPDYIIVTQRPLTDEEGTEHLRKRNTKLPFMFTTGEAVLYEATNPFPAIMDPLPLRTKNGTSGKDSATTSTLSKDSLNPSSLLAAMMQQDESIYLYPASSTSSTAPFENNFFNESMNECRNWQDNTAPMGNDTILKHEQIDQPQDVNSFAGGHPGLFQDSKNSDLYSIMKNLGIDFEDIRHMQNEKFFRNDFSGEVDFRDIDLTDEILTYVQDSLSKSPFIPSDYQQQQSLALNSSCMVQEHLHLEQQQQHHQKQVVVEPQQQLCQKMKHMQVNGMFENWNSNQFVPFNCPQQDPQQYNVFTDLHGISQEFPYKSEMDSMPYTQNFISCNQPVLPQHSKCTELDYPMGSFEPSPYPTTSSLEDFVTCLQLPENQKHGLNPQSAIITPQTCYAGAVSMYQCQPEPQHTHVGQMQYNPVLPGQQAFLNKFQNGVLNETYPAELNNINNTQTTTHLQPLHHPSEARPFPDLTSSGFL
RPL19A TOR yeast: RPL19A-GFP expression modulators in yeast, primary screen, cell-based, S. cerevisiae, multiplex flow cytometry, MLPCN. S. cerevisiae RPL19A-GFP strain, 3 h; stronger effect = lower value. percent response vs DMSO, % at 10 µM. 330,000 compounds, 0.3% hits. AID 2025, 2009;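 active = percent response vs DMSO below 50%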;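 note: median channel GFP fluorescence of the barcoded RPL19A-GFP strain; ratio of sample median GFP to plate DMSO average so 100% = DMSO; lower means less RPL19A-GFP as with rapamycin TOR inhibition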
CIT2-GFP yeast: modulators of CIT2-GFP expression in yeast, primary screen, S. cerevisiae, GFP fusion, multiplex flow cytometry, MLPCN library; GFP response vs DMSO, % at 10 µM; S. cerevisiae CIT2-GFP strain, 3 h; 100 means same as DMSO wells; 320,000 compounds, 0.065% hits; AID 2029, 2009;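 active = GFP response relative to DMSO above a set limit, near the screen mean plus 3 SD, cut at about 150% in these data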;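 note: ratio of well median GFP fluorescence to mean of DMSO wells on the plate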
Starred values were filed as active, the others as inactive; . = not tested or not shown. Rows were taken by chance. Share with any hit: about 3.5%.

Assay codes – A = AGP1 TOR yeast; B = proCasp7 act; C = LAP4-GFP MLPCN; D = procasp3 activ; E = MEP2-GFP yeast; F = AHR activator; G = RPL19A TOR yeast; H = CIT2-GFP yeast
CCN1CCN(CCNC(=O)c2ccc(CS(=O)(=O)c3ccccc3C)o2)CC1
  A: 104	B: 7	C: 102	D: 8	E: 105	F: 0	G: 105	H: 108
COC(=O)C1CCN(C(=O)NC2CCCCC2)CC1
  A: 110	B: 13	C: 108	D: -10	E: 104	F: 2	G: 104	H: 103
COc1cc(CNCc2ccc(C(=O)O)cc2)ccc1OCc1ccc(F)cc1
  A: 100	B: 3	C: 92	D: -3	E: 100	F: 11	G: 101	H: 100
COc1ccc(NCC(=O)N/N=C/c2cc([N+](=O)[O-])ccc2N2CCCC2)cc1
  A: 102	B: -1	C: 99	D: -7	E: 100	F: 20	G: 102	H: 103
Cc1cccc(OCCCN2CCOCC2)c1
  A: 100	B: .	C: 93	D: .	E: 98	F: .	G: 99	H: 102
CCOc1ccc(-c2cc(C(=O)NCCCN3CCN(CC)CC3)c3ccccc3n2)cc1
  A: 103	B: 1	C: 98	D: 3	E: 104	F: -1	G: .	H: 117
Cc1cc(C)cc(NC(=O)C(OC(=O)c2cc[n+]([O-])cc2)c2ccccc2)c1 (configuration not stated)
  A: 104	B: -2	C: 97	D: 0	E: 102	F: 1	G: 101	H: 99
O=C(c1ccc(F)cc1)N(C(=O)c1ccc(F)cc1)c1ncccn1
  A: 95	B: 5	C: 94	D: 1	E: 95	F: 2	G: 88	H: .
CCC(C)(C)n1nnnc1C(C(C)C)N(CCCO)Cc1cc2cc(C)ccc2[nH]c1=O (configuration not stated)
  A: 102	B: 5	C: 101	D: 6	E: 96	F: 18	G: 99	H: 103
CCOC(=O)C1CCN(c2c(NCCC(C)C)c(=O)c2=O)CC1
  A: 100	B: 7	C: 98	D: 6	E: 100	F: 5	G: 98	H: 99
Cc1nc2c(C(=O)NCc3ccccc3Cl)c[nH]n2c(=O)c1Cl
  A: 99	B: 2	C: 92	D: 3	E: 102	F: -2	G: 97	H: 98
COc1ccc(CN2C(=O)c3cccnc3C2=O)cc1S(=O)(=O)N1CCOc2ccc(Cl)cc21
  A: 99	B: -1	C: 102	D: 7	E: 111	F: 0	G: 98	H: 91
Cc1cc(S(=O)(=O)NC(C)C)ccc1OCC(=O)Nc1ccc2c(c1)OCCO2
  A: 107	B: -9	C: 95	D: 5	E: 91	F: 6	G: 91	H: 92
CC(=O)C1=C(O)C(=O)N(Cc2cccnc2)C1c1ccc(C(C)C)cc1 (configuration not stated)
  A: 103	B: 13	C: 96	D: 6	E: 94	F: -1	G: 97	H: 97
COc1ccc([N+](=O)[O-])cc1N(CC(=O)Nc1ccccc1C(=O)N1CCCC1)S(C)(=O)=O
  A: 99	B: 3	C: 95	D: -6	E: 95	F: -3	G: 99	H: 103

A second format for some results above:
Compound,AGP1 TOR yeast,proCasp7 act,LAP4-GFP MLPCN,procasp3 activ,MEP2-GFP yeast,AHR activator,RPL19A TOR yeast,CIT2-GFP yeast
CCOc1ccc(-c2cc(C(=O)NCCCN3CCN(CC)CC3)c3ccccc3n2)cc1,103,1,98,3,104,-1,.,117
COc1ccc(CN2C(=O)c3cccnc3C2=O)cc1S(=O)(=O)N1CCOc2ccc(Cl)cc21,99,-1,102,7,111,0,98,91

Back to the main list, starting seven compounds before the break.
Assay codes – A = AGP1 TOR yeast; B = proCasp7 act; C = LAP4-GFP MLPCN; D = procasp3 activ; E = MEP2-GFP yeast; F = AHR activator; G = RPL19A TOR yeast; H = CIT2-GFP yeast
CCC(C)(C)n1nnnc1C(C(C)C)N(CCCO)Cc1cc2cc(C)ccc2[nH]c1=O (configuration not stated)
  A: 102	B: 5	C: 101	D: 6	E: 96	F: 18	G: 99	H: 103
CCOC(=O)C1CCN(c2c(NCCC(C)C)c(=O)c2=O)CC1
  A: 100	B: 7	C: 98	D: 6	E: 100	F: 5	G: 98	H: 99
Cc1nc2c(C(=O)NCc3ccccc3Cl)c[nH]n2c(=O)c1Cl
  A: 99	B: 2	C: 92	D: 3	E: 102	F: -2	G: 97	H: 98
COc1ccc(CN2C(=O)c3cccnc3C2=O)cc1S(=O)(=O)N1CCOc2ccc(Cl)cc21
  A: 99	B: -1	C: 102	D: 7	E: 111	F: 0	G: 98	H: 91
Cc1cc(S(=O)(=O)NC(C)C)ccc1OCC(=O)Nc1ccc2c(c1)OCCO2
  A: 107	B: -9	C: 95	D: 5	E: 91	F: 6	G: 91	H: 92
CC(=O)C1=C(O)C(=O)N(Cc2cccnc2)C1c1ccc(C(C)C)cc1 (configuration not stated)
  A: 103	B: 13	C: 96	D: 6	E: 94	F: -1	G: 97	H: 97
COc1ccc([N+](=O)[O-])cc1N(CC(=O)Nc1ccccc1C(=O)N1CCCC1)S(C)(=O)=O
  A: 99	B: 3	C: 95	D: -6	E: 95	F: -3	G: 99	H: 103
O=C(c1ccc(CS(=O)Cc2ccc(Cl)cc2)o1)N1CCN(c2ccccn2)CC1 (configuration not stated)
  A: 99	B: 2	C: 89	D: 3	E: 98	F: 33	G: 94	H: 102
Cn1c(=O)n(C/C=C/c2ccccc2)c(=O)c2c1nc1n2CCCN1c1ccc(F)cc1
  A: 97	B: -2	C: 106	D: -2	E: 103	F: -1	G: 100	H: 101
N/C(=N\OC(=O)c1ccc2c(c1)OCO2)c1cccnc1
  A: 104	B: -4	C: 97	D: 10	E: 107	F: 67*	G: 106	H: 107
CCOC(=O)c1ccc(N2Cc3ccccc3C2=N)cc1
  A: 99	B: 7	C: 102	D: 3	E: 106	F: 6	G: 97	H: 97
CCCN1CCC(NC(=O)c2cccc(Oc3ccccc3)c2)CC1
  A: 96	B: -5	C: 76	D: -5	E: 88	F: 3	G: 101	H: 111
O=C1CN(c2ccccc2F)C(=O)CN1c1ccccc1F
  A: 99	B: 11	C: 94	D: 6	E: 89	F: -1	G: 96	H: 91
O=C(O)c1cc(-c2cccc3ccccc23)nc2ccccc12
  A: 101	B: 7	C: 95	D: 1	E: 105	F: 6	G: 107	H: 108
CCn1c(SCC(=O)N2CCCc3ccccc32)nc2c(c1=O)SC(C)C2 (configuration not stated)
  A: 94	B: -2	C: 104	D: 1	E: 95	F: 1	G: 94	H: 90
NS(=O)(=O)c1ccc(CCNC(=O)/C=C/c2ccccc2[N+](=O)[O-])cc1
  A: 105	B: 6	C: 104	D: 0	E: 93	F: 4	G: 100	H: 101
Cc1ccc(NC(=O)CC2SC3=NCCCN3C2=O)c(C)c1 (configuration not stated)
  A: 101	B: 10	C: 123	D: 4	E: 92	F: 0	G: .	H: 96
O=C(C(Cl)c1ccccc1)N1CCOCC1 (configuration not stated)
  A: 104	B: -8	C: 96	D: -4	E: 104	F: 0	G: 107	H: 106
COc1cc(C(=O)OCC(=O)N2c3ccccc3NC(=O)C2(C)C)ccc1OCC(C)C
  A: 107	B: -14	C: 110	D: 8	E: 107	F: 8	G: 102	H: 101
Cc1cc(CNC(=O)C2(C(F)(F)F)C/C(=C\Cc3ccccc3)CCCO2)nn1C (configuration not stated)
  A: 100	B: -7	C: 103	D: 7	E: 107	F: -1	G: 98	H: 94
COc1cc(C=NCC2OCCc3ccccc32)cc(OC)c1 (configuration not stated)
  A: 99	B: 0	C: 89	D: 4	E: 103	F: -1	G: 100	H: 98
CCCOC(=O)c1c(NC(=O)CCC(=O)O)sc2c1CCCCC2
  A: 96	B: -1	C: 108	D: -6	E: 100	F: -1	G: 100	H: .
